# Screening data: PubChem, several laboratories
# SUMO HTRF inh – inhibitors of in vitro SUMOylation cascade, primary screen, biochemical, HTRF, uHTS. inhibition, % at 35 µM. HTRF SUMOylation assay, SAE1/SAE2 + UBC9. SUMO-conjugating enzyme UBC9 (Homo sapiens), P63279. 0.36% of 290,000 active; in the data active means inhibition above about 50%, passing the limit was not always enough; further: strong numbers were not always called active
# Target sequence (P63279 whole entry, looked up): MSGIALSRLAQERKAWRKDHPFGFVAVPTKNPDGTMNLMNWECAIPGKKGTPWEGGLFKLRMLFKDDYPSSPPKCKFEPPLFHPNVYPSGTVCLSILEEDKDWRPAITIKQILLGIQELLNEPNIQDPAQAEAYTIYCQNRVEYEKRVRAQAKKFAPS
# GalR3 antag – GalR3 antagonists in HEK293 cells, primary screen, cell-based, fluorescence readout. 0.44% of 360,000 active. AID 651719, 2012. inhibition, % at 3 µM. HEK293 GalR3-CNG cAMP membrane potential fluorescence; galR3 body fused to GalR1 C-terminus;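 active means inhibition above the screen-wide average plus 3 SD, cut at about 13% in these data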;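 further: forskolin and galanin both at EC90 stimulate the cells; cAMP rise reported by CNG channel membrane potential dye signal; 0% = forskolin plus galanin with DMSO and 100% = forskolin alone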
# Target sequence (O60755 1-299 limits assumed): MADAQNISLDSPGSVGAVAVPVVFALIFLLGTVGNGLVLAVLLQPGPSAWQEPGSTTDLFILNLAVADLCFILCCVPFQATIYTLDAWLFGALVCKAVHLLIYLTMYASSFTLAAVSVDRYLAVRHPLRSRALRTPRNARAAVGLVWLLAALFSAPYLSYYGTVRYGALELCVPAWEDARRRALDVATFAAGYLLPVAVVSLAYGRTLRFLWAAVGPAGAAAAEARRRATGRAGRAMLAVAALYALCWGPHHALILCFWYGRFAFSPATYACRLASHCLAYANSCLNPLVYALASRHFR
# MEKK3 PB1 HTS – modulators of MEKK3-MEK5 PB1 binding, primary screen, biochemical, wildtype MEKK3, multiplex bead flow cytometry, Alexa488-MEK5; bead-based flow cytometry, Alexa488-MEK5 binding to MEKK3; actives lie on both sides; 0 = blocked by unlabeled MEK5, 100 = vehicle; binding response (% of control), % at 10 µM; 1.4% of 290,000 active; AID 1529, 2009;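 active means binding response more than 3 SD above or below the average of its plate-row segment, actives on both sides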;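 further: Alexa488 bead fluorescence after subtracting the streptavidin-only scavenger bead signal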
# Target sequence (Q99759 whole entry, looked up): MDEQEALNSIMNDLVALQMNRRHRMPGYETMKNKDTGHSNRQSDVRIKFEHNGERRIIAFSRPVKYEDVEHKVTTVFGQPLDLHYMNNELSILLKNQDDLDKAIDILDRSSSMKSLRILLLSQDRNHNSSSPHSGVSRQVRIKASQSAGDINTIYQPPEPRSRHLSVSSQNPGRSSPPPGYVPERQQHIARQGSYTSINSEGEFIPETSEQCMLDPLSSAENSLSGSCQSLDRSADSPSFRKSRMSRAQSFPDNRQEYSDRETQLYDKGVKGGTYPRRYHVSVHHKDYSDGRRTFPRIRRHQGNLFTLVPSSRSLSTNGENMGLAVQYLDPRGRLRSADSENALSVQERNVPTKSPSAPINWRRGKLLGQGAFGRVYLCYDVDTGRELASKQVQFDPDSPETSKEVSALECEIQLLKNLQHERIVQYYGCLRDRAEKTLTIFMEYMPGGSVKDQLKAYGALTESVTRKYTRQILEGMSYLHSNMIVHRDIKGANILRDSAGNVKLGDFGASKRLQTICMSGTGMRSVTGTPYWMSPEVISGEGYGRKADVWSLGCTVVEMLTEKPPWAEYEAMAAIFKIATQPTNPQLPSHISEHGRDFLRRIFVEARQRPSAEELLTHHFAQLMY
# MEKK2 WT-MEK5 – modulators of MEK5 binding to wildtype MEKK2, primary screen, biochemical, multiplex bead flow cytometry, Alexa488-MEK5; 1.1% of 290,000 active; binding response (% of control), % at 10 µM; Mitogen-activated protein kinase kinase kinase 2 (Homo sapiens), Q9Y2U5; Alexa488-MEK5 binding to MEKK2 WT; actives lie on both sides; in the data active means binding response below about 67% or above about 130%
# MEKK2 mut-MEK5 – MEK5 binding signal on mutant MEKK2 PB1, primary screen, biochemical, multiplex bead flow cytometry, Alexa488-MEK5; 0.35% of 290,000 active; percent response, % at 10 µM; Alexa488-MEK5 binding to MEKK2 mutant; in the data active means percent response above about 24%, passing the limit was not always enough; further: inactives centre near 1; some results filed as inactive read as strong as hits; reference of the scale not given here
# NS3 helicase inh – inhibitors of HCV NS3 helicase, primary screen, biochemical, Cy5 molecular beacon fluorescence. NS3 helicase DNA unwinding. inhibition, % at 10.9 µM. 0.56% of 290,000 active. AID 1800, 2009;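 active means inhibition above the mean of all tested compounds plus 3 SD, set per campaign, cut at about 35% in these data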;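 further: 0% = DMSO wells and 100% = thioflavine S control wells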
#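 Test system: hepatitis C virus NS3 helicase domain fragment enzyme. Also added: annealed dual-labelled DNA beacon duplex, ATP-started. Timing: 60 min unwinding reaction at 25 °C after ATP addition. Technique: Cy5 fluorescence. Measure: % inhibition of unwinding.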
# FID counter – compounds displacing fluorescent DNA intercalator, primary screen, artefact control for HCV NS3 helicase inhibitor project, biochemical, FID fluorescence; DNA fluorescent intercalator displacement; inhibition, % at 7.9 µM; 0.17% of 290,000 active; AID 1845, 2009; in the data active means inhibition above about 37%;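 further: 0% = vehicle and 100% = reference compound; higher means more ethidium bromide displaced from hairpin DNA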
# CRFR2-BP ag – agonists of CRF-BP/CRF-R2 complex, primary screen, cell-based, HEK293, calcium dye fluorescence, uHTS; CRF-binding protein / CRF receptor 2 complex (human); calcium dye fluorescence (FLIPR); percent of saturating CRF peptide response; activation, % at 13.2 µM; 0.46% of 350,000 active; AID 588473, 2011;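 active means activation of at least 50%, plus an integration ratio under a set limit after plate pattern correction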;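 further: plate controls were neutral control wells without compound for no effect and CRF at EC100 for full effect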
# CRFBP-R2 block – antagonists of CRF-BP/CRF-R2 complex, primary screen, cell-based, HEK293, calcium dye fluorescence, uHTS. AID 588475, 2011. CRF-induced calcium fluorescence. inhibition, % at 11.8 µM. 0.59% of 350,000 active;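 active means inhibition of the ligand-induced calcium signal above about 50% at the single tested concentration, limit read from the data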
# Starred values were filed as active, the others as inactive; . = no result given. Only part of the results is shown; the hit share may differ from the screen's.
SMILES,SUMO HTRF inh,GalR3 antag,MEKK3 PB1 HTS,MEKK2 WT-MEK5,MEKK2 mut-MEK5,NS3 helicase inh,FID counter,CRFR2-BP ag,CRFBP-R2 block
Cc1ccc(-n2c(C)c3c(C)nnc(C)c3c2C)cc1N,-4.2,-6.5,104.0,126.0,21.0,-20.1,-3.1,0.0,-3.4
Cc1cc(C(=O)CSc2nnnn2-c2ccc(Cl)cc2)c(C)n1CC1CCCO1 (centres undefined),-1.5,-7.2,84.0,93.0,-4.0,2.3,-5.2,2.5,-30.4
O=C(C1CCCN(c2ncnc3c2nc2n3CCCCC2)C1)N1CCN(c2cccc(Cl)c2)CC1 (centres undefined),-7.1,-7.3,102.0,100.0,-2.0,-25.4,-38.9,0.5,-8.5
N#Cc1ccc(NC(=O)Nc2ccc(Oc3ccc(NC(=O)Nc4ccc(C#N)cc4)cc3)cc2)cc1,9.8,-7.2,106.0,150.0*,42.0,8.9,1.4,4.5,10.9
CCc1ccc(NS(=O)(=O)c2ccc(C)c(C(=O)N3CCOCC3)c2)cc1,4.9,1.4,103.0,98.0,-1.0,19.9,-16.2,-1.1,-2.2
Cn1nnc2cc(C(=O)NC3CCCCC3)ccc21,14.4,-1.1,94.0,96.0,0.0,14.5,-1.9,0.4,7.2
COc1cc(SC)ccc1C(=O)N1CCN(Cc2ccccc2)CC1,11.6,-2.3,96.0,96.0,-4.0,2.0,-20.1,0.5,-0.3
NC(=O)c1cnn(-c2ccc3ccccc3c2)c1N,0.3,-6.7,97.0,100.0,0.0,7.0,-4.2,-1.4,-1.5
O=C(Oc1ccc2ccc(=O)oc2c1)c1cccs1,24.6,-3.4,101.0,102.0,0.0,2.6,-3.8,-5.0,-3.1
COc1ccc(N(C(=O)c2snc(C(N)=O)c2N)C(C(=O)NC2CCCCC2)c2ccc(C)o2)c(OC)c1 (centres undefined),-15.1,-11.8,102.0,96.0,3.0,-6.0,-39.5,-4.8,3.1
CN1CCN(CCC(=O)Nc2cccc(F)c2)CC1,-12.7,4.4,102.0,103.0,3.0,0.6,0.2,2.8,2.0
Cc1ccc(S(=O)(=O)N(C)Cc2ccc(-c3nnco3)cc2)cc1,-16.5,-3.7,97.0,98.0,3.0,1.1,-17.6,-1.9,25.3
CCOc1ccc(NC(=O)C(c2ccccn2)N(C(=O)CCl)c2ccc(OC)cc2)cc1 (centres undefined),22.2,-1.4,87.0,93.0,-3.0,-4.3,-3.4,0.7,4.7
CC(C)(C)OC(=O)N1CCC(c2c(C(=O)O)cnn2-c2ccccc2)CC1,4.4,-6.3,98.0,97.0,-1.0,-1.5,-39.9,-0.2,-3.8
COC(=O)C1=C(C)NC(=O)CC1c1cccc(OC)c1OC (centres undefined),16.6,.,100.0,101.0,1.0,-0.8,0.4,-0.7,10.2
CC(/C=N/NC(=O)c1cnccn1)=C\c1ccco1,2.7,-3.2,96.0,96.0,-9.0,-3.9,-1.4,-0.2,-1.2
CN(C)CCCNC(=O)c1ccc(-c2nc(-c3ccc(Cl)cc3)cs2)cc1,14.3,-7.9,107.0,252.0*,40.0,-57.4,16.6,-0.7,37.6
CCOc1ccccc1NC(=O)COc1ccc2c(c1)OCO2,9.7,-9.9,102.0,98.0,-1.0,5.9,-23.7,-0.2,5.9
CC(C)CC(NC(=O)OC(C)(C)C)C(=O)NC(C(=O)NC(C)C(N)=O)C(C)C (centres undefined),9.1,-4.0,85.0,92.0,-5.0,-2.9,-0.4,0.0,-4.5
O=C(Nc1ccccc1N1CCN(c2ccccc2)CC1)c1ccccc1,-7.0,-9.5,105.0,96.0,-1.0,-8.2,-18.2,-0.8,-2.9
COc1ccc(N=Cc2nc(-c3ccccc3)oc2OC(=O)c2ccccc2)cc1,0.7,-1.4,94.0,92.0,-5.0,-10.3,-3.9,-0.6,2.0
COc1ccc(NC(=O)CN(c2ccc(C)cc2)S(C)(=O)=O)c(OC)c1,26.1,-3.6,105.0,103.0,3.0,-15.1,-14.8,-1.9,-4.5
O=C1N(CN2CCC3(CC2)OCCO3)c2ccccc2C12OCCCO2,12.4,-4.8,108.0,109.0,7.0,6.9,-1.9,-3.8,20.2
CSc1ccc(CN(C)CC(=O)Nc2ccc(NC(C)=O)cc2)cc1,9.2,-2.9,95.0,97.0,-2.0,3.8,-6.7,-0.2,3.4
COc1ccc(CCNC(=O)c2cccc(NC(=O)CC3SC(N4CCCCC4)=NC3=O)c2)cc1OC (centres undefined),19.3,1.3,106.0,113.0,8.0,5.8,-52.9,0.5,1.9

# Compound profiles (already shown).
# Cc1ccc(-n2c(C)c3c(C)nnc(C)c3c2C)cc1N is entered as SUMO HTRF inh: -4.2; GalR3 antag: -6.5; MEKK3 PB1 HTS: 104.0; MEKK2 WT-MEK5: 126.0; MEKK2 mut-MEK5: 21.0; NS3 helicase inh: -20.1; FID counter: -3.1; CRFR2-BP ag: 0.0; CRFBP-R2 block: -3.4
# COc1ccc(N(C(=O)c2snc(C(N)=O)c2N)C(C(=O)NC2CCCCC2)c2ccc(C)o2)c(OC)c1 (centres undefined) is entered as SUMO HTRF inh: -15.1; GalR3 antag: -11.8; MEKK3 PB1 HTS: 102.0; MEKK2 WT-MEK5: 96.0; MEKK2 mut-MEK5: 3.0; NS3 helicase inh: -6.0; FID counter: -39.5; CRFR2-BP ag: -4.8; CRFBP-R2 block: 3.1
# CC(C)CC(NC(=O)OC(C)(C)C)C(=O)NC(C(=O)NC(C)C(N)=O)C(C)C (centres undefined) is entered as SUMO HTRF inh: 9.1; GalR3 antag: -4.0; MEKK3 PB1 HTS: 85.0; MEKK2 WT-MEK5: 92.0; MEKK2 mut-MEK5: -5.0; NS3 helicase inh: -2.9; FID counter: -0.4; CRFR2-BP ag: 0.0; CRFBP-R2 block: -4.5

# Carrying on.
SMILES,SUMO HTRF inh,GalR3 antag,MEKK3 PB1 HTS,MEKK2 WT-MEK5,MEKK2 mut-MEK5,NS3 helicase inh,FID counter,CRFR2-BP ag,CRFBP-R2 block
CN(C)CCCNC(=O)c1cc(C(=O)C2CCCCC2)c[nH]1,8.6,1.8,108.0,98.0,1.0,-11.8,2.8,-0.3,1.9
COc1ccc(S(=O)(=O)N2CCOC2CNC(=O)C(=O)NCCc2ccccc2OC)cc1 (centres undefined),2.1,.,97.0,93.0,1.0,-7.7,-42.5,-0.2,37.5
COc1ccc2[nH]c(C)c(CCNC(=S)Nc3cc(C)cc(C)c3)c2c1,-17.2,-1.7,104.0,100.0,-4.0,-6.2,-9.2,-3.3,-6.8
CC(=O)Nc1ccc(NC(=O)c2ccccc2Sc2ccc([N+](=O)[O-])cc2Cl)cc1,10.8,1.0,113.0,105.0,0.0,11.4,3.4,23.4,-52.3
COc1ccc(-c2nc3ccccc3c(=O)n2NC(=O)Cc2ccccc2)cc1,-5.8,-2.5,100.0,100.0,10.0,8.2,-4.6,-0.7,3.9
O=C(Nc1ccc(F)cc1)c1oc2ccccc2c1NC(=O)C1CC1,3.1,-1.7,101.0,98.0,-4.0,-17.1,-17.6,2.3,2.8
O=C(O)CCC(=O)NNc1ccccc1[N+](=O)[O-],33.0,-2.8,102.0,100.0,1.0,5.0,3.5,-0.4,21.1
Cc1c(CCC(=O)NCCCCCC(=O)O)c(=O)oc2c(C)c3oc4c(c3cc12)CCCC4,22.5,8.0,103.0,103.0,0.0,23.9,-51.2,-1.0,-18.2
CN(C(=O)C(Cl)Cl)c1ccc(OC(=O)c2ccco2)cc1,-5.3,.,95.0,104.0,3.0,5.9,-8.2,-1.6,16.2
COc1ccccc1C(=O)Nc1ccc(S(=O)(=O)NC2=NCCCCC2)cc1,23.0,-3.0,107.0,104.0,0.0,17.6,-34.5,-0.5,-8.2
CC(C)(C)[C@@H]1C=C(C(=O)O)O[C@H](OCc2ccc(CO)cc2)C1,14.6,0.4,90.0,109.0,5.0,-5.3,-9.7,-1.0,-0.2
C=CCn1c(=NC(=O)CN2C(=O)CCC2=O)sc2cc(S(N)(=O)=O)ccc21,16.4,-10.7,98.0,100.0,-2.0,16.9,0.2,0.8,-6.3
O=C(C1=C(O)C(=O)N(c2ncccn2)C1c1ccc(F)cc1)c1ccco1 (centres undefined),31.5,-4.2,91.0,91.0,-5.0,20.0,-7.1,0.9,20.3
O=C1CCCN2N=C(SCC(=O)N3N=C(c4ccc(Br)cc4)CC3c3ccc(F)cc3)SC2=N1 (centres undefined),-7.0,-7.0,97.0,92.0,-11.0,-7.9,-21.8,-0.3,-0.1
O=C(Nc1cccc2c1CCCC2)c1ccco1,7.3,.,98.0,106.0,5.0,2.0,1.5,0.3,5.8
COc1ccc(C2=CC(c3ccc(OC)c(OC)c3)NC(=S)N2)cc1 (centres undefined),15.0,-3.3,105.0,102.0,2.0,8.9,-5.7,2.4,-16.6
Cc1ccc(-n2ncc3c(=O)n(CC(=O)Nc4cccc(Cl)c4)cnc32)cc1C,28.0,-5.4,98.0,97.0,-4.0,-3.3,1.7,0.4,-2.7
O=C(CSc1ccc(-c2ccc(Cl)cc2)nn1)Nc1ccc2c(c1)OCCO2,-2.8,-1.3,91.0,100.0,-1.0,10.1,-1.6,0.5,-5.3
CCCCCCCCCC(=O)N1c2ccccc2NC(=O)C1CC(=O)Nc1ccc(C(=O)O)cc1 (centres undefined),10.1,2.0,100.0,103.0,-15.0,8.1,-32.0,-1.4,-5.7
CCOC(=O)C1(C)C=C(Nc2ccccc2)C(=O)N1c1ccccc1 (centres undefined),1.0,5.6,82.0,85.0,-18.0,10.7,-33.9,0.9,-8.9
O=C1CCN(S(=O)(=O)c2cccs2)c2ccc(C(F)(F)F)cc2N1,-15.1,-7.3,96.0,92.0,-7.0,17.7,-1.2,1.0,1.5
CNC(=O)NC(=O)Cn1cnc2sc(-c3ccccc3)cc2c1=O,18.5,-1.4,102.0,99.0,1.0,5.9,-1.0,0.8,1.2
CC(=O)Nc1ccc(C(=O)OCC(=O)Nc2ccccc2F)cc1,-4.5,-1.0,108.0,93.0,-12.0,-6.6,-8.6,-4.4,11.1
O=C(CSc1nc2[nH]ncc2c(=O)n1-c1ccccc1)NCc1cccs1,-4.4,-2.8,97.0,84.0,-10.0,-0.7,-13.2,-1.8,5.2
Cc1ccc(OCC(=O)Nc2nnc(C3CCCO3)s2)c(Br)c1 (centres undefined),14.0,-3.9,95.0,87.0,-13.0,0.6,-12.2,-0.4,-25.7
COc1ccc(N(CC(=O)O)S(=O)(=O)c2ccc(OC)c(OC)c2)cc1,3.3,0.1,104.0,103.0,4.0,-0.4,-11.4,1.4,6.1
Cn1cccc1C(=O)NCc1ccc(S(N)(=O)=O)cc1,6.0,-7.3,102.0,100.0,-3.0,1.5,-1.7,-1.3,8.8
Cc1ccc(CNS(=O)(=O)c2ccc3c(c2)n(C)c(=O)c(=O)n3C)cc1,8.8,-6.6,99.0,97.0,-1.0,-1.4,-2.2,0.4,18.4
CCCOC(=O)c1ccc(NC(=O)C2C3C=CC(O3)C2C(=O)O)cc1 (centres undefined),-1.0,-5.2,97.0,99.0,1.0,-7.0,0.3,0.4,-17.3
COC(=O)c1ccc(C(=O)OC)c(NC(=O)COc2ccccc2OC)c1,-13.4,-3.9,104.0,103.0,0.0,6.8,-15.0,-1.2,-8.8
